# Bioassay records as filed in PubChem.
# Cav32 inh = blocks human Cav3.2 T-type calcium channel | O95180 | Cav3.2-expressing cells, Fluo-4 calcium fluorescence FDSS; hits give low values | B-score at 10 µM | 100,000 compounds, 4% hits;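 active = single-dose well whose peak fluorescence ratio is a statistical outlier from its plate by either plate-standardised score or position-corrected B-score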
# Target sequence (O95180 whole entry, looked up): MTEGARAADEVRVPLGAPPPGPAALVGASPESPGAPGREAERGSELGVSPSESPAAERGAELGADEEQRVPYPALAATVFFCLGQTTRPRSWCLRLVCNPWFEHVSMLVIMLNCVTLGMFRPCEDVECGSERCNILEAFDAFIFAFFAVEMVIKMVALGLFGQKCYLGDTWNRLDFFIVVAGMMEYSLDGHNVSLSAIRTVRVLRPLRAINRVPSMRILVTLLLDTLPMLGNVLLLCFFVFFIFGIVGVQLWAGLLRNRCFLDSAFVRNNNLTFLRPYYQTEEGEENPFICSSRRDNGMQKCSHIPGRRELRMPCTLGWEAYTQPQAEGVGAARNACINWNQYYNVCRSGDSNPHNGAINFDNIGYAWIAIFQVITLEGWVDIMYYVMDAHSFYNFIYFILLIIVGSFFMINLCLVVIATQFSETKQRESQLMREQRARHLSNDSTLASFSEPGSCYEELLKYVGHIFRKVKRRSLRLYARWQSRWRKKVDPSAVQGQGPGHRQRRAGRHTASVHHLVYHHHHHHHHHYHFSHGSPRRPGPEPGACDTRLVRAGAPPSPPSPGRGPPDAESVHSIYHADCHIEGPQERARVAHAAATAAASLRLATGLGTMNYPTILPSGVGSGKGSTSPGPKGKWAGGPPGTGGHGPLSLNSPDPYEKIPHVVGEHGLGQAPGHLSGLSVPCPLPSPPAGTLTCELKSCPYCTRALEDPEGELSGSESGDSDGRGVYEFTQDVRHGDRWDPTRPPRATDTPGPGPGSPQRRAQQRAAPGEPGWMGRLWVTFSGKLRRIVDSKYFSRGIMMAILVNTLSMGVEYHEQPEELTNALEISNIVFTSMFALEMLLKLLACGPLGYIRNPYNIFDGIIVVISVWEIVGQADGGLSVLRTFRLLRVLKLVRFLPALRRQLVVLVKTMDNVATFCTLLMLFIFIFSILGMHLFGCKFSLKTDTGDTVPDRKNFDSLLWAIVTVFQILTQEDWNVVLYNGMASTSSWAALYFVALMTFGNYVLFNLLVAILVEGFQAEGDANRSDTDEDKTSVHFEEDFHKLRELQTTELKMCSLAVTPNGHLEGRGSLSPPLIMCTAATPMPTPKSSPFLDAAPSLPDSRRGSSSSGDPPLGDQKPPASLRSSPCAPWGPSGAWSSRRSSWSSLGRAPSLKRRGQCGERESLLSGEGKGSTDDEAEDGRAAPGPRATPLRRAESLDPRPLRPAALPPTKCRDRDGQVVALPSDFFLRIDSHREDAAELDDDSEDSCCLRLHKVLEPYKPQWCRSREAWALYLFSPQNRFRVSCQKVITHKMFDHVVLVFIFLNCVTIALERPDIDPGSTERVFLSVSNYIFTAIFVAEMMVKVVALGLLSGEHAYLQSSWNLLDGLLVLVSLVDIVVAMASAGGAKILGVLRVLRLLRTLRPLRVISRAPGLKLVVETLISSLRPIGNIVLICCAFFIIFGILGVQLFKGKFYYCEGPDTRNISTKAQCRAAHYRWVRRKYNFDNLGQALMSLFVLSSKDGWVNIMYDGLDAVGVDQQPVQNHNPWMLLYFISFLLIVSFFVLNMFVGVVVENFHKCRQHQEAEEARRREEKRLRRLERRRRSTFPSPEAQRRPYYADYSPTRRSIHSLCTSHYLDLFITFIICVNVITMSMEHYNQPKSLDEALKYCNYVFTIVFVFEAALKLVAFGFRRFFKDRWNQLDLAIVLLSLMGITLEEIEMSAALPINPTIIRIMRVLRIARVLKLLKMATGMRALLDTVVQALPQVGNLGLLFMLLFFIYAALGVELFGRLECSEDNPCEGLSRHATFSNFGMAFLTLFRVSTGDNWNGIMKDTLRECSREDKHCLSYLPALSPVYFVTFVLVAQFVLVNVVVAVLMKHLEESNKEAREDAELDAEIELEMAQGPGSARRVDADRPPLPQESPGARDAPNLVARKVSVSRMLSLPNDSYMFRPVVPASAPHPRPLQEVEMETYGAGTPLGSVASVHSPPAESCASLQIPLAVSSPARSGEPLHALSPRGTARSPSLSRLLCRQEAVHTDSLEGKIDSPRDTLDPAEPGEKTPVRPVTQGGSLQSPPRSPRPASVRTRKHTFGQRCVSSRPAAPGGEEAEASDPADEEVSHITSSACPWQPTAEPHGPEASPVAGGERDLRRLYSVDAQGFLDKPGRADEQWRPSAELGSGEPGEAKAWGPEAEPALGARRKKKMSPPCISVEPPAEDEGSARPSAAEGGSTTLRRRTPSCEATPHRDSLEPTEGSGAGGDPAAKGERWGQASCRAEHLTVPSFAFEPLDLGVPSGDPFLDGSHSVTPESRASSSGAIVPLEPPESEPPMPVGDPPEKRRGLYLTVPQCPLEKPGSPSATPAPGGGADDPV
# Active calls of the source: *.
SMILES,Cav32 inh
O=C(Nc1ccc(N2CCOCC2)c(Cl)c1)c1cc(F)c(F)cc1Cl,-0.35
CCCNC(=O)c1c(N)n(-c2ccc3c(c2)OCO3)c2nc3ccccc3nc12,-1.5
COc1cccc(C(=O)N/N=C2\SCC(=O)N2Cc2ccc3c(c2)OCO3)c1,0.82
CCOC(=O)C1CCN(C(=O)CN(c2cccc(OC)c2)S(=O)(=O)c2ccccc2)CC1,0.78
COc1cc(OC)cc(-n2nc(C(=O)N3CC(C)CC(C)C3)c3ccccc3c2=O)c1 (stereo not given),-1.5
COc1ccccc1C(=O)Nc1ccc(NC(=O)c2ccco2)c(C)c1,-5.2*
COC(=O)c1cc2ccsc2n1Cc1nc(-c2ccc(Cl)cc2)oc1C,-1.3
Cc1cc(C)n(-c2nnc(C)c(=O)[nH]2)n1,-0.024
CCn1c(NCc2ccc3c(c2)OCO3)nc2ccccc21,-0.7
COc1nc2ccc(C)cc2cc1-c1noc(-c2cccnc2)n1,-0.46
O=C(N/N=C/C=C/c1ccccc1)c1cnccn1,0.2
Cn1c(=O)c2c(SCC(=O)c3ccccc3)nc(C3CC3)nc2n(C)c1=O,-0.28
CCCc1nnc(SCC(=O)N2C(C)CCCC2C)n1CCCOC (stereo not given),0.58
CC1CCCCN1CC(=O)Nc1sc2c(c1C#N)CCC2 (stereo not given),0.25
Cc1cccc(CSc2nnc(N)n2-c2ccccc2)c1,1
Cc1c(NC(=O)C2CCCN2S(=O)(=O)c2ccccc2)c(=O)n(-c2ccccc2)n1C (stereo not given),0.076
O=c1c2nnn(-c3ccccc3)c2ncn1C/C=C/c1ccccc1,-0.31
NC(=O)CC(NC(=O)c1ccccc1)c1ccc(NC2CCCCC2)c([N+](=O)[O-])c1 (stereo not given),0.16
COC(=O)C1CCN(C(=O)c2ccc(Cl)c(S(=O)(=O)NCc3cccnc3)c2)CC1,0.0047
CCOC(=O)N1CCN(S(=O)(=O)c2cc(OCC(=O)NC3CCCCC3)c(C)cc2Cl)CC1,-1.6
O=C(COc1ccc(Cl)cc1)Nc1ccccc1C(=O)NCc1ccco1,-0.13
C=CCn1c(SCC(=O)Nc2nc(C)cs2)nnc1C(CO)NC(=O)c1ccccc1 (stereo not given),-0.032
CC(C)C(C(=O)Nc1ccc2c(c1)OCO2)N1C(=O)c2ccccc2C1=O (stereo not given),-1.8
COc1ccc(Cl)cc1NC(=O)CN1CCC(n2nnc3cc(C)ccc32)CC1,-2.2
CCOC(=O)c1cc(NC(=O)C2CCCO2)cc(C(=O)OCC)c1 (stereo not given),0.24
COc1ccccc1S(=O)(=O)Cc1ccc(C(=O)NCc2cccs2)o1,-0.24
CC(C)(C)c1nnc(NC(=O)c2cc(-c3ccccc3)nc3ccccc23)s1,-0.32
CN1CCCC(OC(=O)CCCC(=O)OC2CCCN(C)C2)C1 (stereo not given),-0.48
CCCNC(=O)NC(=O)CN1C(=O)NC(C)(c2ccc(C)cc2)C1=O (stereo not given),0.027
CC(=O)N1CCc2cc(S(=O)(=O)CCC(=O)Nc3c(C)n(C)n(-c4ccccc4)c3=O)ccc21,0.72
Cc1ccc2nc3ccc(N4CCCCCCC4)nn3c(=O)c2c1,0.27
COc1ccc(Nc2nc3c(c(=O)n(C)c(=O)n3C)n2CCO)cc1,-0.15
Cn1c(SCC(=O)c2ccccc2F)nnc1C1CC1,-1.3
CCC1=NC(c2ccc(OC)cc2OC)N(O)C1(C)C (stereo not given),0.022
CCN(CC)C(=O)/C(=C\c1ccc(Br)cc1)NC(=O)c1ccccc1OC,-1.3
CC(=NC1CCN(Cc2ccccc2)CC1)c1c(O)[nH]c(=O)[nH]c1=O,-0.66
O=C(NCc1cccs1)c1cccc(S(=O)(=O)N2CCCCC2)c1,-1.1
CCc1cc2c(=O)n(N)c(CCC(=O)O)nc2s1,-0.53
COc1ccc(-n2c(C)nc3c(cnn3-c3ccccc3)c2=O)cc1,0.099
Cc1nc2ncnn2c(C)c1CCC(=O)NCc1ccccc1,0.19
CCC(=O)NCc1cc(-c2nn(C)c(=O)c3ccccc23)ccc1C,1.3
COc1ccc(/C=N/n2c(C)cc(C)c(C(N)=O)c2=O)cc1,0.36
Cc1cc(OC(=O)N2CCOCC2)cc(C)c1Cl,0.08
CCOC(=O)C1CCN(C(=O)c2ccc(SC)cc2OC)CC1,0.11
CC(C)(C)CC(=O)NC(=S)Nc1ccccc1C(F)(F)F,-2.4
O=C(O)c1ccc(Cl)c(S(=O)(=O)NCc2ccco2)c1,-0.77
CCN(CC)CCCN1C(=O)C(=O)/C(=C(/O)c2ccc(Cl)cc2)C1c1ccccn1 (stereo not given),0.46
COc1ccc(CCNC(=O)Cn2nnc(-c3cccs3)n2)cc1OC,0.59
CC(C)(C)N(Cc1ccccc1)C(=O)c1ccc2c(c1)OCCO2,-4.3*
Cc1ccc2c(CC(=O)N3CCN(S(=O)(=O)c4cccs4)CC3)coc2c1,0.074
CS(=O)(=O)N1CC(C(=O)NC2CCCC2)Oc2ccc(Cl)cc21 (stereo not given),0.45
c1ccc(Cn2c(-c3ccco3)nc3nc4ccccc4nc32)cc1,-0.056
CCC(C)n1c(S(=O)(=O)O)nc2ccccc21 (stereo not given),0.85
COc1ccc(CNC(=O)C2(CC3CC(c4ccccc4)=NO3)CCN(C(=O)c3cccc(O)c3)CC2)cc1 (stereo not given),-0.68
Cc1cc(C)c(NC(=O)CCCC(=O)O)c(Cl)c1,1.5
Cc1cccc(NC(=O)C2C(c3ccccc3)C2(Cl)Cl)c1C (stereo not given),1.1
O=C1c2ccccc2-c2c1cccc2C(=O)N(CCO)CCO,0.63
CCC1=C2CC[C@H]3C(=O)N(C)C(=O)[C@H]3[C@H]2[C@@]2(Cc3ccccc3)C(=NCCOC)OC(=O)N2C1=O,0.54
CC(CN1CCOCC1)OC(=O)c1ccc(Br)cc1 (stereo not given),-0.00037
CC(=O)Nc1cccc(NS(=O)(=O)c2cccc3nsnc23)c1,-1.6

# Given as tab-separated lines: entries from further up.
structure	Cav32 inh
CCC(=O)NCc1cc(-c2nn(C)c(=O)c3ccccc23)ccc1C	1.3
COc1ccc(/C=N/n2c(C)cc(C)c(C(N)=O)c2=O)cc1	0.36
Cc1cc(OC(=O)N2CCOCC2)cc(C)c1Cl	0.08
CCOC(=O)C1CCN(C(=O)c2ccc(SC)cc2OC)CC1	0.11
CC(C)(C)CC(=O)NC(=S)Nc1ccccc1C(F)(F)F	-2.4
O=C(O)c1ccc(Cl)c(S(=O)(=O)NCc2ccco2)c1	-0.77
CCN(CC)CCCN1C(=O)C(=O)/C(=C(/O)c2ccc(Cl)cc2)C1c1ccccn1 (stereo not given)	0.46
COc1ccc(CCNC(=O)Cn2nnc(-c3cccs3)n2)cc1OC	0.59
CC(C)(C)N(Cc1ccccc1)C(=O)c1ccc2c(c1)OCCO2	-4.3*
Cc1ccc2c(CC(=O)N3CCN(S(=O)(=O)c4cccs4)CC3)coc2c1	0.074
CS(=O)(=O)N1CC(C(=O)NC2CCCC2)Oc2ccc(Cl)cc21 (stereo not given)	0.45
c1ccc(Cn2c(-c3ccco3)nc3nc4ccccc4nc32)cc1	-0.056
CCC(C)n1c(S(=O)(=O)O)nc2ccccc21 (stereo not given)	0.85
COc1ccc(CNC(=O)C2(CC3CC(c4ccccc4)=NO3)CCN(C(=O)c3cccc(O)c3)CC2)cc1 (stereo not given)	-0.68
Cc1cc(C)c(NC(=O)CCCC(=O)O)c(Cl)c1	1.5
Cc1cccc(NC(=O)C2C(c3ccccc3)C2(Cl)Cl)c1C (stereo not given)	1.1
O=C1c2ccccc2-c2c1cccc2C(=O)N(CCO)CCO	0.63

# Carrying on.
SMILES,Cav32 inh
Cc1cc(=O)oc2cc(OC(=O)CCN3C(=O)c4ccccc4C3=O)ccc12,0.36
Cc1ccc(S(=O)(=O)N2CCN(C(=O)C3CCCCC3)CC2)cc1,0.2
Cc1ccc(C(=O)c2ccc(O)cc2)cc1C,-1.7
Cc1ccc(S(=O)(=O)N2CCN(c3nc(C(C)C)c4c(c3C#N)CC(C)(C)OC4)CC2)cc1,-2.6
CSCC[C@H](NC(=O)NCc1ccc(F)cc1)C(=O)O,0.61
CC(C)(C)c1ccc(C(=O)NCCC(=O)NCc2ccco2)cc1,-0.22
Cc1oc2ccc(OC(=O)N3CCOCC3)cc2c1C(=O)OC(C)C,-0.036
CCOc1ccc(C(=O)NC2CCN(C(=S)NCc3ccco3)CC2)cc1,0.16
N#Cc1c(NC(=O)CCn2cnc3ccccc3c2=O)oc(-c2ccccc2)c1-c1ccccc1,-9.4*
COC(=O)CC1C(=O)NCCN1C(=O)CSc1nnc(Nc2ccc(OC)cc2)s1 (stereo not given),0.036
CC1(C)Cc2c(c(N3CCOCC3)nc3sc4c(NCc5ccco5)nnnc4c23)CS1,1.3
Cn1c(=O)c2c(-c3ccccc3)n3c4ccccc4ncc3c2n(C)c1=O,1.6
CCC1SC2=NC(C)=C(C(=O)OC)C(c3ccc(C)cc3)N2C1=O (stereo not given),-2.5
Cc1cccc(COCC(Cc2ccccc2)N2CCN(C(=O)c3ccc(C(F)(F)F)cc3)CCC2=O)c1 (stereo not given),-2.4
COc1ccc(/C=N/n2cc(-c3ccc(OC)cc3)nc2N)cc1,-0.43
Cn1c(SCc2cc(=O)[nH]c3ccccc23)nnc1-c1ccco1,0.6
COc1ccc([C@H]2Oc3cc(O)cc(O)c3C(=O)C2[C@@H]2C(=O)c3c(O)cc(O)cc3O[C@@H]2c2ccc(OC)cc2)cc1 (stereo not given in full),0.86
CCOC(=O)c1cc(-c2ccccc2)sc1NC(=O)C(C)N1C(=O)NC(C)(c2ccc(Cl)cc2)C1=O (stereo not given),-1.5
Cc1nn(C)c(=O)n1-c1ccc(Oc2ccccc2)cc1,1.3
CC(=O)Nc1cc(C(C)(C)C)c(O)c(C(C)(C)C)c1,0.2
COC(=O)C1=C(N)c2c(F)cccc2C1(C#N)c1ccccc1 (stereo not given),-4.4
C[C@H]1CC[C@@]2(O[C@@H](CCO)C[C@@H](O)[C@@H]2O)O1,0.27
COc1cccc(-c2nnc(SCc3ccc(C#N)cc3)n2Cc2ccco2)c1,0.62
COn1c(SCc2ccc(Cl)cc2)nc2ccccc2c1=O,-2.1
COCCCNc1ncnc2ccc(C)cc12,0.91
CC1CCCC(C)N1S(=O)(=O)c1ccc(S(=O)(=O)NCc2ccccc2)cc1 (stereo not given),-3.1
CCOC(=O)c1cnc2cc(C)nn2c1-c1ccccc1,-0.34
CC(C)N(CCc1ccncc1)C(=O)Nc1ccc(F)cc1,-0.29
CCN(CC)CCCN(Cc1cc2cc3c(cc2[nH]c1=O)OCO3)C(=O)Nc1ccccc1OC,0.87
CN(C)CCNc1ncnc2c1sc1nc(N3CCOCC3)c3c(c12)CC(C)(C)SC3,0.1
COc1cccc(NC(=O)CSc2nnnn2C(C)C)c1,0.32
CCCS(=O)(=O)N1CCCC(C(=O)NCc2ccc(C)cc2)C1 (stereo not given),-1.8
O=C(Nc1ccnc(-c2cccnc2)n1)c1ccc(Cl)cc1,-0.096
COc1ccccc1C1C2C(=O)N(c3ccccc3)C(=O)C2ON1c1ccccc1 (stereo not given),-0.91
Cc1nc(-c2ccc(Cl)cc2)sc1C1(C)CC(c2ccc([N+](=O)[O-])cc2)=NO1 (stereo not given),0.062
CC(C)(C)NCCCCOc1ccc(F)cc1,0.56
COCCn1c(N)c(C#N)c2nc3ccccc3nc21,0.82
Cc1cc(C)n(/N=C/c2c[nH]c3ccccc23)c(=O)c1,-1.4
COc1cc(C2C(C(C)=O)=C(O)C(=O)N2CCc2c[nH]c3ccccc23)ccc1O (stereo not given),0.19
COc1ccc(OC)c(NC(=O)Cn2cc(C#N)c3ccccc32)c1,-0.13
Cc1noc(C)c1S(=O)(=O)Nc1ccc(C(=O)NC2CCCCC2C)cc1 (stereo not given),-0.33
Cc1ccc2nc(N3CCN(C)CC3)c(C#N)cc2c1,-0.28
CC(C)(C)OC(=O)N1CCC2(CC1)Oc1ccc(F)cc1C(=O)C21CC(c2ccccc2)=NO1 (stereo not given),-1.3
CC(=O)Nc1ccc(C(=O)CSc2nnc3scc(-c4ccccc4)n23)cc1,0.2
COCCNC(=O)CSc1nc2ccc(N3CCOCC3)cc2c(=O)n1Cc1ccc(OC)cc1,1.3
O=C(C/C(=N/O)c1ccccc1O)C(F)F,-0.17
S=C1NC[C@H](CC2CCCCC2)N1CC1CCCCC1,0.1
COCC(=O)N(C)c1nnc(-c2cnc(C)cn2)s1,-0.37
CC1CCCCC1NC(=O)C1CCN(S(=O)(=O)c2ccc3c(c2)CCC(=O)N3)CC1 (stereo not given),-0.22
COc1cc(Br)cc(CN2CCN(C=O)CC2)c1O,0.3
O=C(NCN1CCCCC1)c1cnccn1,-0.18
OCCCN=c1cc(-c2ccccc2)oc2ccc(Cl)cc12,-0.26
Oc1ccc(-c2cn3c(n2)SCC3)cc1,0.55
COc1ccccc1N1CCN(C(=O)c2c(-c3ccccc3)noc2C)CC1,-1.7
CN1CCN(C(=S)c2ccc(N(C)C)cc2)CC1,0.33
COc1ccc(S(=O)(=O)NCCc2ccccc2)cc1,-0.57
Cc1ccc(C=C2C(=O)c3ccccc3C2=O)s1,-0.52
CC(C)OC(=O)CSc1nnc(-c2cnccn2)n1C,-0.49
O=C(CSc1ncccn1)NC(=O)NCc1ccccc1,0.61
CCC(Oc1ccccc1)C(=O)Nc1nnc(C)s1 (stereo not given),0.093
# Further compounds follow.
SMILES,Cav32 inh
CCOC(=O)C(NC(C)=O)C(OC(C)=O)c1cccc(N(CCO)CCO)c1 (stereo not given),-0.024
CC(C)c1ccc(NC(=O)COc2ccc(S(=O)(=O)N3CCOCC3)cc2)cc1,-0.028
CC(C)(C)c1cc(=O)n2c(C#N)c(C#N)nc2[nH]1,0.51
O=C(Nc1ccc(S(=O)(=O)NCc2ccccc2)cc1)Nc1ccc2c(c1)OCO2,-0.47
CC1(C)Cc2nc3sc4c(N(CCO)CCO)ncnc4c3cc2CO1,0.77
Cc1nc(Oc2ccc(Cl)cc2)c2oc3ccccc3c2n1,0.84
Oc1c(C(c2ccco2)N2CCOCC2)sc2ncnn12 (stereo not given),0.015
FC(F)(F)c1nnc2ccc(N3CCN(c4ccccc4)CC3)nn12,0.2
Cc1cccc(NC(=O)N2CCC(NC(=O)c3ccccc3C)CC2)c1,-0.17
CCC(=O)N1CCCc2cc(S(=O)(=O)N3CCN(C4CCCCC4)CC3)ccc21,-0.033
COC(=O)c1ccc2ccn(CC(=O)NC3CCCCC3)c2c1,0.7

# Only part of the results is shown (hit frequency here may not be typical).
